Source: PubChem (several laboratories)
FadD28 binding – inhibitors of FadD28 bisubstrate probe binding, primary screen, biochemical, fluorescence polarization, single point | hit rate 0.22% among 360,000 | inhibition, % at 12.5 µM | Mycobacterium tuberculosis FadD28 fatty-acid-AMP ligase | AID 588549, 2011; in the data active = inhibition above about 8.5%, passing the limit was not always enough; inconclusive = no clear call, values can overlap the other calls
Yp Topo-I inh – Yersinia pestis topoisomerase I inhibitors, primary screen, biochemical, cleavage product accumulation, plate reader, single point; Y. pestis Topo-I cleavage product accumulation; DNA topoisomerase I (Yersinia pestis CO92); hit rate 0.064% among 360,000; activity, % at 10 µM; in the data active = activity above about 50%, passing the limit was not always enough; inconclusive = no clear call, values can overlap the other calls; also: inactives centre near 2
BoNT F protease – BoNT/F light chain protease inhibitors, primary screen, biochemical, flow cytometry, MLPCN library. Multiplex microsphere protease cleavage assay. inhibition, % at 10 µM. hit rate 0.22% among 360,000; in the data active = inhibition above about 35%, passing the limit was not always enough; inconclusive = no clear call, values can overlap the other calls; also: plate controls were buffer without enzyme for full effect and enzyme alone for no effect
PrPC TRFRET – inhibitors of human cell surface prion protein PrPC, primary screen, cell-based, TR-FRET; AID 720596, 2013; hit rate 0.43% among 370,000; Major prion protein (Homo sapiens), P04156; TR-FRET read-out; inhibition, % at 13.8 µM; in the data active = inhibition above about 24%; also: 0% = median of the test wells and 100% = reference compound wells
BoNT A protease – BoNT/A light chain protease inhibitors, primary screen, biochemical, flow cytometry, MLPCN library; multiplex microsphere protease substrate cleavage; inhibition, % at 10 µM; hit rate 0.17% among 360,000; AID 588499, 2011; also: plate controls were buffer without enzyme for full effect and enzyme alone for no effect
TcdB inh – TcdB glycohydrolase inhibitors, primary screen, biochemical, single point, plate reader. inhibition, % at 9.99 µM. hit rate 0.24% among 350,000. TcdB glycohydrolase enzymatic assay. Toxin B (Clostridioides difficile), P18177. AID 652162, 2013; in the data active = inhibition above about 10%
Anthrax LF prot – Bacillus anthracis LF protease inhibitors, primary screen, biochemical, multiplex microsphere, MLPCN library; AID 588501, 2011; multiplex microsphere protease cleavage assay; hit rate 0.12% among 360,000; inhibition, % at 10 µM; Lethal factor (Bacillus anthracis), P15917; also: plate controls were buffer without enzyme for full effect and enzyme alone for no effect
Target sequence (P15917 whole entry, looked up): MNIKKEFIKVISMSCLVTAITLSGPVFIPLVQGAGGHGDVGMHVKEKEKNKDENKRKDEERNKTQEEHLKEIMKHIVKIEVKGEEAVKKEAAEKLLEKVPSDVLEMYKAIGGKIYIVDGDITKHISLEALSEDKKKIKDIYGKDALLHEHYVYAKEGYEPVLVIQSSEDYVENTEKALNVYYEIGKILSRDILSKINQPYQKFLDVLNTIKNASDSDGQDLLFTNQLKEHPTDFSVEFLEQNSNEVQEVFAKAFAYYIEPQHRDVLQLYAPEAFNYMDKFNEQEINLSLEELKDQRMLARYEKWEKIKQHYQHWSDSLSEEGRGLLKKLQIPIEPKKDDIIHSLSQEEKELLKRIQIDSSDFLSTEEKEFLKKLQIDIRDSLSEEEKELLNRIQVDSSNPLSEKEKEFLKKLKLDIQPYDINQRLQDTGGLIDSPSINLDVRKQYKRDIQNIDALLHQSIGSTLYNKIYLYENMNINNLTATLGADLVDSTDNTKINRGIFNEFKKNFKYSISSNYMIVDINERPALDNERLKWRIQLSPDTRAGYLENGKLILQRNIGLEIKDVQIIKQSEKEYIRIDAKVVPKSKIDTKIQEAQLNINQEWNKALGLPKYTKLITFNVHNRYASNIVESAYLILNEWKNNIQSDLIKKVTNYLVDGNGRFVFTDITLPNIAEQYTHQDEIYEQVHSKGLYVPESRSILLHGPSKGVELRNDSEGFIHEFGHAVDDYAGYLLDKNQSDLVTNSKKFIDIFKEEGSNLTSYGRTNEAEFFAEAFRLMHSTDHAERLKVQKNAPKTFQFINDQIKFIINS
CCHF vOTU inh – CCHFV vOTU protease inhibitors, primary screen, biochemical, Pep-AMC substrate, fluorescence. AID 651958, 2012. hit rate 0.55% among 370,000. inhibition, % at 11.5 µM. Crimean-Congo hemorrhagic fever virus L polyprotein viral ovarian tumor (vOTU) protease …; in the data active = inhibition above about 30%; also: 0% = vehicle wells with enzyme and 100% = no enzyme wells
PfHsp40 yeast – rescue of yeast from PfHsp40 toxicity, primary screen, S. cerevisiae, ATP luminescence. hit rate 0.68% among 340,000. growth rescue, % at 12.5 µM. S. cerevisiae expressing PfHsp40, growth rescue; in the data active = growth rescue above about 28%, passing the limit was not always enough; inconclusive = no clear call, values can overlap the other calls;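 also: yeast W303a lacking pdr1 and pdr3 grown in galactose medium; growth measured after three days at 30 °C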
Active calls of the source: *; ? = inconclusive; / = no result given. Rule as the data show it, unless noted: active = inhibition above about 30%; inconclusive = no clear call, values can overlap the other calls; inactive = below that.

SMILES | FadD28 binding | Yp Topo-I inh | BoNT F protease | PrPC TRFRET | BoNT A protease | TcdB inh | Anthrax LF prot | CCHF vOTU inh | PfHsp40 yeast
CC1(C)NC(=O)N(CCSc2ccc(Cl)cc2)C1=O | -3.0 | 9 | 3 | -7 | 2.2 | / | -2 | -4 | -0.9
COc1ccc(NC(=O)CSc2nc3ccsc3c(=O)n2CCC(=O)O)c(OC)c1 | -2.6 | 10 | -1 | 9 | -0.3 | 0.5 | 0 | -1 | -0.3
COc1ccc(C2CC(c3cccs3)=NN2C(=O)CCCC(=O)O)cc1OC (stereo not drawn) | -3.7 | 2 | -1 | -5 | -0.4 | 0.3 | 4 | -1 | /
COc1ccccc1OCC(=O)Nc1ccc(S(=O)(=O)Nc2onc(C)c2C)cc1 | 0.2 | 12 | -1 | -6 | 1.6 | 1.5 | 3 | -3 | 1.4
Cc1ccc(Cn2c(=N)c(C(=O)NCCN3CCOCC3)cc3c(=O)n4ccccc4nc32)cc1 | 0.1 | 14 | -1 | -34 | -0.9 | 0.9 | -4 | -15 | -0.2
Oc1ccc(C=Nc2ccc(N3CCOCC3)cc2)c(O)c1 | -0.3 | -10 | -15 | -6 | -1.0 | / | -3 | 5 | 1.9
CN1CCN(c2ccc([N+](=O)[O-])cc2Cl)CC1 | -2.1 | 8 | 3 | -22 | -0.8 | -1.1 | -2 | 11 | 1.4
COc1ccccc1N=C(C)C1=C(O)CSC1=O | 0.7 | -2 | 1 | 3 | 0.5 | / | -3 | 7 | -0.9
CCOC(=O)c1[nH]c(C)c(/C(O)=C2\C(=O)C(=O)N(CCN(C)C)C2c2ccc(C)o2)c1C (stereo not drawn) | -1.5 | 2 | -3 | 2 | -3.8 | / | -1 | 0 | -0.6
O=C(Nc1ccc(Br)cc1Cl)c1ccc(OCC2CCCO2)cc1 (stereo not drawn) | -1.9 | 39 | -2 | 4 | 0.4 | 0.8 | 1 | 6 | 1.5
NC(=O)c1ccsc1NC(=O)CCS(=O)(=O)c1ccccc1 | -1.8 | 1 | 2 | 6 | 0.9 | -1.5 | -4 | -1 | 0.1
Cc1cccc(C)c1NC(=O)CNC(=O)C1CCCN(C(=O)c2ccc(Cl)cc2)C1 (stereo not drawn) | 0.0 | 16 | -6 | 4 | -0.5 | 1.0 | -2 | 7 | -0.1
CC(C(=O)NCc1ccco1)n1cc([N+](=O)[O-])cn1 (stereo not drawn) | -2.9 | -7 | -3 | 9 | 0.0 | 0.9 | -2 | -7 | -0.7
CCOC(=O)[C@H]1[C@H]2COc3cc(OC)ccc3[C@@H]2N2C(=O)c3cc(C)ccc3NC(=O)[C@@]12C | -2.4 | 16 | -5 | 3 | 0.3 | 1.2 | -4 | 4 | -1.6
CCOC(=O)C(=C1Nc2ccccc2N1)n1c(-c2cccnc2)nc2ccccc21 | / | / | -2 | -7 | 0.0 | 0.4 | -5 | -7 | /
Cc1ccc(C)c(N(C)S(=O)(=O)c2ccc3c(c2)oc(=O)n3C)c1 | 0.2 | 1 | -10 | 7 | 3.4 | 0.4 | -5 | 0 | -1.1
N=C(N)n1c(N)nc2ccccc2c1=O | 0.3 | 3 | -9 | -1 | 2.9 | 0.9 | 4 | -20 | 0.5
Cc1nc2ccccc2c(=O)n1-c1cccc(NS(=O)(=O)c2ccccc2)c1 | -3.8 | 2 | / | 5 | / | -0.8 | / | 10 | 0.3
Cc1nnc(SCC(=O)NC2CCC(C)CC2)s1 (stereo not drawn) | -2.1 | 1 | 10 | 0 | 1.0 | 1.1 | 2 | -4 | 0.9
COCC(C)NCC(=O)NC(C)CCc1ccccc1 (stereo not drawn) | 1.0 | 1 | -5 | -5 | 0.2 | / | -1 | -9 | 1.0
Cc1ccc(C)c(NC(=O)C(OC(=O)c2cc[n+]([O-])cc2)c2ccccc2)c1 (stereo not drawn) | -3.3 | 0 | -8 | -1 | 0.3 | 0.7 | 0 | -4 | -0.7
Cc1ccc(OCCn2cncn2)c([N+](=O)[O-])c1 | -2.3 | 2 | ? | -3 | 1.2 | -1.9 | -4 | -9 | -0.4
O=C(CC(=O)N/N=C/c1ccccc1O)NCc1cccnc1 | -1.5 | 2 | -11 | -4 | -0.4 | -39 | -4 | 7 | -0.3
CCOc1ccc(CNc2ncnc(N)n2)cc1 | 1.0 | -3 | -3 | -5 | -0.2 | / | 2 | 1 | -0.3
Fc1ccc(NC(=S)NCc2cccnc2)cc1 | -3.5 | 2 | -6 | -3 | -0.2 | 1.1 | -1 | -6 | -0.4
Cc1cc(C(=O)CN2C(=O)NC(C)(c3cccc(Br)c3)C2=O)c(C)n1Cc1ccco1 (stereo not drawn) | -3.3 | 38 | -6 | 4 | -0.6 | / | -4 | 14 | -0.2
Cc1oc2c(C)c3oc(=O)c(CC(=O)N[C@@H](CC(C)C)C(=O)N[C@@H](Cc4ccccc4)C(=O)O)c(C)c3cc2c1C | -1.4 | 17 | -3 | 2 | 0.5 | 1.1 | 3 | -3 | 1.6
O=C1NC(=Nc2cccnc2)S/C1=C\c1cccc(F)c1 | -0.1 | 5 | / | 7 | / | 1.8 | / | 8 | -2.1
O=C(NCCc1ccc(Cl)cc1)c1cc(S(=O)(=O)N2CCCCC2)c[nH]1 | -7.4 | 21 | -8 | / | -0.3 | / | 1 | / | 0.2
CN1CCN(C(=O)C2Cc3c(-c4ccc5c(c4)OCO5)ccnc3O2)CC1 (stereo not drawn) | 0.2 | -5 | 4 | -1 | 0.0 | 0.0 | 0 | -12 | /
Cc1ccc(CNC(=O)c2cncc(Br)c2)cc1 | -0.6 | 8 | -3 | 3 | -0.7 | -1.6 | -2 | 1 | -0.1
O=C(CN(Cc1ccccc1)C(=O)CNS(=O)(=O)c1ccc(Cl)cc1)NCC1CCCO1 (stereo not drawn) | -3.1 | 3 | 8 | 1 | -1.2 | 0.9 | -2 | -4 | 0.6
CC1(C)CC(=O)C(CCCN2C(=O)c3ccccc3C2=O)C(=O)C1 | -0.7 | 2 | 0 | 2 | 1.0 | / | 2 | -2 | -0.7
COc1ccc(S(=O)(=O)N2CCCC(C(=O)NCc3ccccn3)C2)cc1Cl (stereo not drawn) | -4.4 | -8 | 6 | -3 | 0.0 | 1.8 | 0 | -17 | -0.7
Cc1ccc(-c2[nH]ncc2CNCCc2cnn(-c3ccccc3)c2)cc1C | -1.5 | -3 | -19 | -2 | -2.1 | 2.1 | -4 | 7 | -0.7
Cc1ccc(C)c(S(=O)(=O)NCc2ccncc2)c1 | -4.3 | 2 | 3 | 14 | -0.1 | / | -1 | 9 | -2.3

Reprinted from the part before: five entries; new compounds follow.
SMILES | FadD28 binding | Yp Topo-I inh | BoNT F protease | PrPC TRFRET | BoNT A protease | TcdB inh | Anthrax LF prot | CCHF vOTU inh | PfHsp40 yeast
O=C(CN(Cc1ccccc1)C(=O)CNS(=O)(=O)c1ccc(Cl)cc1)NCC1CCCO1 (stereo not drawn) | -3.1 | 3 | 8 | 1 | -1.2 | 0.9 | -2 | -4 | 0.6
CC1(C)CC(=O)C(CCCN2C(=O)c3ccccc3C2=O)C(=O)C1 | -0.7 | 2 | 0 | 2 | 1.0 | / | 2 | -2 | -0.7
COc1ccc(S(=O)(=O)N2CCCC(C(=O)NCc3ccccn3)C2)cc1Cl (stereo not drawn) | -4.4 | -8 | 6 | -3 | 0.0 | 1.8 | 0 | -17 | -0.7
Cc1ccc(-c2[nH]ncc2CNCCc2cnn(-c3ccccc3)c2)cc1C | -1.5 | -3 | -19 | -2 | -2.1 | 2.1 | -4 | 7 | -0.7
Cc1ccc(C)c(S(=O)(=O)NCc2ccncc2)c1 | -4.3 | 2 | 3 | 14 | -0.1 | / | -1 | 9 | -2.3
CC(OC(=O)c1nc(Cl)ccc1Cl)C(=O)Nc1ccccc1F (stereo not drawn) | 0.1 | 6 | -14 | 2 | -3.8 | 0.6 | -1 | -1 | 1.2
CC(=O)Nc1ccc(S(=O)(=O)Nc2nc3ccccc3nc2Nc2ccc(O)c(C(=O)O)c2)cc1 | 13* | -3 | -7 | 3 | -0.9 | 2.4 | 2 | 5 | 1.7
CCCCC(=O)Nc1nn(CC(C)C)c2nc3ccccc3cc12 | -0.4 | 8 | -2 | 0 | ? | / | -6 | -2 | 0.0
COc1cc(C(=O)N2CCC3(CC2)NCCc2[nH]cnc23)cc(OC)c1OC | -1.4 | -2 | 15 | 2 | 1.6 | -2.4 | 3 | 0 | -0.2
CC(C)c1cc(C(=O)Nc2sc3c(c2C#N)CCC3)no1 | -0.6 | 3 | -4 | / | 0.1 | 0.3 | -1 | / | 0.5
COc1ccc(-n2c(SCC(=O)N(C)c3ccccc3)nc3c([nH]c4ccccc43)c2=O)cc1OC | -1.0 | 16 | 3 | 9 | 0.5 | -14 | -1 | 10 | -0.3
CN(Cc1ccc(F)cc1)Cc1nc(-c2cnccn2)no1 | -2.5 | -3 | -9 | -5 | -0.9 | -2.7 | -7 | -9 | 0.0
Cc1ccc(C(=O)c2ccccc2C(=O)OCC(=O)N2C(C)CCCC2C)cc1 (stereo not drawn) | -3.5 | 8 | -4 | 5 | -0.1 | 1.8 | -6 | 2 | -2.0
Cc1ccc(NC(=O)c2scc3c2CCCC3)cc1 | 0.5 | 1 | -4 | -1 | 0.1 | 1.3 | 2 | -3 | -1.5
Cc1cccn2c(=O)c3cc(C(=O)NC4CCCCC4)c(=N)n(CCN4CCOCC4)c3nc12 | -0.8 | 11 | 11 | -29 | -1.7 | 1.4 | 2 | -39 | -1.1
Cc1ccc(CNC(=O)C2CCC(=O)N(CCc3cccc(F)c3)C2)s1 (stereo not drawn) | 0.0 | 15 | 0 | -7 | -2.7 | 2.5 | -6 | 13 | -0.5
CC(C)C(=O)Nc1ccc(N2CCCC2)c(Cl)c1 | -0.8 | -10 | -5 | -2 | -0.3 | -0.9 | -4 | 6 | -1.1
Cc1nnc2sc(-c3cccc(F)c3)nn2c1=O | 0.2 | -4 | 9 | 1 | 1.9 | 0.1 | 2 | 8 | 1.1
CC1CCC(C(C)C)C(OC(=O)Cn2c(-c3ccc(Cl)cc3)[n+](C)c3ccccc32)C1 (stereo not drawn) | -4.1 | 16 | 3 | 8 | -0.5 | 0.2 | -4 | 4 | 0.0
COc1cc(C2Nc3ccc4ncccc4c3C3=C2C(=O)CCC3)ccc1O (stereo not drawn) | 1.4 | 5 | -13 | 1 | 0.9 | / | -1 | 14 | 0.3
O=C(CCc1ccccc1)NCC1(c2ccccc2)CCCC1 | -1.5 | 7 | -13 | 8 | -3.1 | 0.1 | 4 | -4 | 9.9
CCn1c(SCC(=O)c2ccccc2)nnc1-c1cc2cc(Br)ccc2o1 | -2.1 | 23 | 0 | 5 | 0.3 | / | 0 | 7 | -0.3
COc1ccc(-c2nnc(SCCC(=O)O)n2-c2ccccc2)cc1 | -0.4 | 0 | 7 | 0 | -0.2 | / | 0 | 9 | -0.5
CC1=NN(/C(=N\c2nnc(C)s2)Nc2ccccc2)[C@H](c2ccc(C)cc2)S1 | -4.0 | 19 | 15 | 5 | -0.9 | / | 0 | 10 | 7.3
NC(CCc1ccccc1)c1csc(Nc2ccc(C(=O)NCCO)cc2)n1 (stereo not drawn) | -0.8 | -2 | -8 | -1 | -0.1 | 3.3 | 0 | 4 | /
Cn1c2ccccc2c(=O)c2c(=O)n(Cc3ccco3)c(COc3ccccc3)nc21 | -2.1 | -1 | 1 | 4 | -0.1 | -0.6 | -2 | -8 | -0.2
Cc1cc(NC(=O)c2cc3cc([N+](=O)[O-])ccc3s2)no1 | 1.0 | 3 | -5 | -2 | -0.2 | 0.5 | -2 | -11 | /
